All columns: NCI-60 one-dose screen, growth in % after 48 h at 10 µM unless noted; 100 = growth as untreated, 0 = no growth, -100 = all killed.
PC-3: PC-3 prostate cancer cells. 80,000 compounds, 3.9% hits. AID 1794754
SF-539: SF-539 CNS cancer | 81,000 compounds, 6.8% hits
UO-31: UO-31 renal cancer; 81,000 compounds, 5.2% hits; AID 1794768
SN12C: SN12C renal cancer cells; 81,000 compounds, 3.8% hits; AID 1794767
TK-10: TK-10 renal cancer cells | 81,000 compounds, 3.9% hits | AID 1794769
SF-295: SF-295 CNS cancer cells. 79,000 compounds, 5.6% hits
DU-145: DU-145 prostate cancer; AID 1794760; 81,000 compounds, 4.2% hits
786-0: 786-0 renal cancer cells. 81,000 compounds, 5.1% hits
U251: U251 CNS tumor cells; 80,000 compounds, 5.4% hits; AID 1794753
* hit, by the source's call; / = not tested or not shown; & = joins results of further samples; [ ] = another dose, or the depositor's remark. Rule for the calls: active = growth percent below 10; inactive = the rest.

Sample of the layout:
SMILES,PC-3,SF-539,UO-31,SN12C,TK-10,SF-295,DU-145,786-0,U251
Nc1nc(=S)c2[nH]c(=S)[nH]c2[nH]1,98,102,95,94,107,107,121,104,101
CCc1nn2c(-c3ccc(Cl)cc3)c(-c3cc(OC)c(OC)c(OC)c3)nc2s1,85,89,67,85,55,82,100,87,92
Cc1ccc(S(=O)(=O)N/N=C/C(=O)O)cc1,99,107,92,99,95,82,108,97,102

Main list, from the first entry:
SMILES,PC-3,SF-539,UO-31,SN12C,TK-10,SF-295,DU-145,786-0,U251
Nc1nc(=S)c2[nH]c(=S)[nH]c2[nH]1,98,102,95,94,107,107,121,104,101
CCc1nn2c(-c3ccc(Cl)cc3)c(-c3cc(OC)c(OC)c(OC)c3)nc2s1,85,89,67,85,55,82,100,87,92
Cc1ccc(S(=O)(=O)N/N=C/C(=O)O)cc1,99,107,92,99,95,82,108,97,102
COc1ccc([C@H]2[C@H](O)C(=O)N2c2cc(OC)c(OC)c(OC)c2)cc1F,20,-5.3*,34,27,86,8.5*,15,12,7.5*
C#CCOc1cc(-c2nc3sccn3c2-c2ccnc(SC)n2)ccc1F,79,87,77,90,122,93,97,80,98
CCOC(=O)C[n+]1cccc2c3ccccc3ccc21,98,91,84,94,108,100,111,98,72
CC1=CN2C(=O)C3C4=C(CCCC4)SC3N=C2CN1c1c(C)cccc1C (stereo not drawn),63,97,91,100,100,82,104,76,65
Cc1cc(C)nc(SCC(=O)Nc2ccc(S(N)(=O)=O)cc2)n1,98,95,87,105,102,100,114,105,101
Cc1ccccc1N1CCN(CCC(=O)O)CC1,96,103,88,109,121,101,108,105,108
O=c1[nH]c(-c2ccccc2)nc2[nH]ccc12,98,103,87,98,103,94,97,101,96
O=S(=O)(Oc1ccc(-c2cn3ccsc3n2)cc1)c1ccc(Cl)c(C(F)(F)F)c1,96,99,93,98,103,92,105,106,95
C=CCN1C(=O)CS/C1=N\Nc1cc(=O)[nH]c2ccc(C)cc12,100,100,90,91,106,99,104,/,100
C(=NCCN=Cc1ccccc1)c1ccccc1,94,93,94,103,/,112,115,101,99
Nc1c(C(=O)c2ccccc2)sc2nc(-c3cccs3)ccc12,23,1.1*,49,45,57,5.0*,21,52,18
COc1ccc(/C=C(\C#N)n2nnc3cc(C(=O)Nc4ccccc4SC)ccc32)cc1,96,97,82,88,119,100,99,91,85
Cc1c(C(=O)OCCN2CCN(C)CC2)cc(-c2ccc(Cl)cc2)n1-c1ccccc1,82,92,68,93,109,101,94,92,68
Cc1cc(NS(=O)(=O)c2ccccc2)c(OS(=O)(=O)c2ccccc2)cc1C,90,98,74,94,119,113,120,112,100
O=C(NCCO)C(F)(F)F,103,93,94,102,102,95,109,94,97
O=C(CN1CCNCC1)Nc1ccc2oc(=O)ccc2c1,98,111,100,102,100,105,112,104,97
CC1=C(C(=O)Nc2ccccn2)C(c2cn(-c3ccccc3)nc2-c2ccc(Cl)cc2)C(C(=O)Nc2ccccn2)=C(C)N1,77,99,77,84,113,74,96,86,88
O=C(O)/C=C/C(=O)O,97&96,102&100,90&93,97&99,102&102,101&94,106&95,102&102,96&99
Cc1cc2c(C(C)C)c(O)c(O)c(C(=O)C(=O)NCc3ccco3)c2c(O)c1-c1c(C)cc2c(C(C)C)c(O)c(O)c(C(=O)C(=O)NCc3ccco3)c2c1O,37,73,60,59,46,39,61,68,32
ClC[C@H]1C[C@@H]2C[C@@H]1[C@H]1O[C@@H]21,88,94,83,99,100,94,107,100,96
CCN(CC)CCOC(=O)c1cc(OCc2ccccc2)c(OCc2ccccc2)c(OCc2ccccc2)c1,50,81,51,/,78,84,65,52,18
NNCCc1ccccc1,95&92,97,77,93&96,118&118,92&106,108&122,106&95,94&104
CC1(C)CC[C@]2(C(N)=O)CC[C@]3(C)C(=CC[C@@H]4[C@@]5(C)C/C(=C/c6ccncc6)C(=O)C(C)(C)[C@@H]5CC[C@]43C)[C@@H]2C1,-33*[100 µM],-68*[100 µM],-98*[100 µM],-78*[100 µM],-89*[100 µM],-64*[100 µM],-36*[100 µM],-41*[100 µM],-81*[100 µM]
C#Cc1cccc(NC(=O)C2CCCN(C(=O)CCl)C2)c1 (stereo not drawn),96[8.25 µM],80[8.25 µM],-57*[8.25 µM],9.7*[8.25 µM],99[8.25 µM],85[8.25 µM],102[8.25 µM],90[8.25 µM],72[8.25 µM]
CCN(CC)CCCNc1nccc2ccc(OC)cc12,98,99,94,94,99,88,109,104,98
CCCCCCCCCCOC(=O)c1nn(C(C)=O)c2cc3c(cc12)OCO3,84,101,94,111,89,107,108,87,96
CC(C)CNCCOC(=O)c1ccc([N+](=O)[O-])cc1,94,102,90,98,127,/,111,100,104

SMILES,PC-3,SF-539,UO-31,SN12C,TK-10,SF-295,DU-145,786-0,U251
CC1=CC2C(C3C=CC2(C)C(=O)C3(C)O)C(C)(O)C1=O (stereo not drawn),/,99,102,107,102,/,112,111,114
CCO/C=C1\C(=O)N(C(C)=O)c2cc(OC)c(OC)cc21,96,96,78,93,108,104,100,97,103
COC(=O)CC[C@@H](C)[C@H]1CC[C@H]2[C@@H]3CC[C@@H]4C[C@H](O)CC[C@]4(C)[C@H]3CC[C@]12C,84,103,90,97,99,96,109,99,102
COCOc1cc2oc(C(=O)N[C@@H](Cc3ccccc3)C(=O)C(=O)NCCc3ccc(OC)cc3)c(C)c(=O)c2cc1OCOC,104,61,83,92,111,101,91,98,81
[2H]c1c(C([2H])([2H])CC)[nH]c(=S)[nH]c1=O,99,98,92,92,102,101,108,93,98
CC(=O)OC(C(=O)O)c1ccccc1 (stereo not drawn),91,111,126,101,117,113,106,109,109
COc1ccc(/C=C2\Oc3cc(C)c(Cl)c(C)c3C2=O)cc1,104,88,66,96,122,102,105,98,91
CC1(c2ccc(N)cc2)c2[nH]c3ccccc3c2C(C)(c2ccc(N)cc2)c2[nH]c3ccccc3c21 (stereo not drawn),67,94,78,84,111,94,97,101,88
CC1CCCc2c1nc1ncnc(N)c1c2-c1ccc(Cl)cc1 (stereo not drawn),76,103,91,92,135,97,102,94,86
CCCc1cccc(C)c1O,85,108,85,97,102,124,111,102,95
O=C(/C=C/c1cc([N+](=O)[O-])ccc1Cl)c1ccccc1,85,107,71,81,112,96,/,78,46
Cc1ccccc1C(=O)NNC(=O)c1n[nH]c(=O)c2ccccc12,98,94,77,175,95,128,113,99,101
NC(=O)C1(N2CCCC2)CCN(Cc2ccccc2)CC1,93,99,85,103,110,105,113,102,102
CCC(OC(C)=O)c1ccccc1 (stereo not drawn),100,98,91,102,102,99,116,97,95
COc1cccc2sc(NCN3N=C(C)CC3=O)nc12,100,99,76,103,122,104,116,105,98
CC(C)CSc1nc(NNC(N)=O)c(C#N)c(-c2ccccc2)n1,100,95,85,99,101,105,113,98,111
CC12CCC(C(NC(N)=S)C1=O)C2(C)C (stereo not drawn),104,100,94,112,/,/,110,95,102
Cc1cccc(Cl)c1NC(=O)Nc1cccc(C#N)c1,96,103,89,106,85,103,100,88,102
Nc1nc(CSCC(=O)N/N=C/c2ccccc2F)nc(Nc2ccccc2F)n1,95,99,89,96,106,98,106,94,102
COc1ccc(/C(C)=N\NC(N)=S)cc1OC,88,97,78,101,88,100,112,94,95
CCN(CC)CCOCC(=O)Nc1c(C)cccc1Cl,100,/,79,102,102,99,114,100,99
COc1cc2ncnc(Nc3ccc(F)c(Cl)c3)c2cc1OCC(=O)N1CCCC1,100,91,55,97,51,93,78,87,97
O=C(Nc1ccc2cc3ccc(NC(=O)NC4CCCCC4)cc3nc2c1)NC1CCCCC1,84,50,89,88,100,46,97,60,56
COc1ccc(-c2nc3ccc(-c4nnc(SCC(=O)Nc5ccc(C(=O)/C=C/c6ccccc6)cc5)o4)cc3[nH]2)cc1,78,72,66,85,109,82,91,59,67
NC(N)=Nc1ccc(Cc2ccc(N=C(N)N)cc2)cc1,95,98,79,61,95,78,74,101,93
C/C(=C\C(=O)c1cccc([N+](=O)[O-])c1)c1cccc([N+](=O)[O-])c1,79,91,60,96,106,93,105,89,89
CC1=C(C#N)C2=Nc3cccc4cccc(c34)N2C(=O)C1,65,99,68,80,147,93,103,91,91
CCOC(=O)n1ccn(C)c1=S,91,96,81,105,99,92,112,91,100
Cc1ccc(-c2nnc3sc(C4=Cc5ccccc5OC=C4)nn23)cc1,97,95,87,97,89,99,114,95,97
C(=C(\C1=NCCN1)n1cnc2ccccc21)/c1ccccc1,89,100,83,97,96,98,104,98,102

Structural class, those above with a CF3 group
SMILES,PC-3,SF-539,UO-31,SN12C,TK-10,SF-295,DU-145,786-0,U251
O=S(=O)(Oc1ccc(-c2cn3ccsc3n2)cc1)c1ccc(Cl)c(C(F)(F)F)c1,96,99,93,98,103,92,105,106,95
O=C(NCCO)C(F)(F)F,103,93,94,102,102,95,109,94,97

(listing goes on)
SMILES,PC-3,SF-539,UO-31,SN12C,TK-10,SF-295,DU-145,786-0,U251
Nc1nc(-c2ccccc2Cl)cc(-c2ccc(Cl)cc2Cl)n1,74,72,63,80,/,39,91,90,65
COC(CN1C=C(Sc2ccccc2)CC1)OC,79,114,86,91,99,106,106,102,/
Cc1cc(N=NC(=N)N)c(C(C)C)cc1NN=C(N)N,89,/,84,93,99,111,107,98,103
CC(=O)c1ccc(NC(=O)CSc2nnc(-c3cc(-c4ccccc4)nc4ccccc34)n2-c2ccccc2)cc1,78,93,85,90,103,97,113,91,101
O=c1nc(N[C@@H]2C[C@H](CO)[C@@H](O)[C@H]2O)[nH]c(=O)[nH]1,99,96,93,106,102,99,113,105,101
O=C1Nc2ccccc2Cc2ccccc21,97,106,81,106,103,100,109,101,100
Cc1cc(=O)[nH]c(N/N=C\c2c(Cl)cccc2Cl)n1,96,103,87,96,100,97,121,86,97
COC(=O)c1c(C)[nH]c2c3c(c(OCCC#N)cc12)[C@H]1C[C@@H]2[C@@]4(C)CCCC(C)(C(=O)OC)[C@@H]4CC[C@@]32C=C1C(C)C (stereo partly drawn),90,96,84,96,113,102,106,101,99
Cc1ccc(C2=C(CN)C(O)N=C(Sc3cc(O)c(O)cc3C)N2)cc1 (stereo not drawn),99,109,82,107,100,114,102,102,101
COc1ccc(C(=O)c2sc3nc(-c4cccnc4)cc(-c4ccc(OC)c(OC)c4)c3c2N)cc1,77,94,73,87,101,98,93,81,71
OCC1C2C=CC(C2)C1CO (stereo not drawn),79,126,93,/,112,104,106,101,100
Fc1cccc(Cl)c1/C=N/Nc1nc(N/N=C/c2c(F)cccc2Cl)nc(N2CCOCC2)n1,81,92,67,85,117,50,95,97,88
O=C(Nn1cc(C(=O)c2ccccc2O)cc(-c2ccccc2)c1=O)c1ccncc1,98,109,90,104,94,106,113,95,94
COc1ccc(Nc2cc(C)nc(NCc3ccccc3)n2)cc1,28,47,42,38,38,-31*,45,34,16
